Bioassay records deposited in PubChem BioAssay by Sanford-Burnham Center for Chemical Genomics.
H9c2 TAG inh = reduces triacylglycerol accumulation in H9c2 cells; Nile Red lipid (TAG) fluorescence; cells loaded with 200 µM oleic acid; inhibition, % at 12.5 µM; 230,000 compounds, 0.66% hits;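 active = pattern-corrected inhibition of lipid staining of at least 50% with the nuclear-stain viability signal not falling by more than 50%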;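 also: 0% = DMSO wells and 100% = triacsin C control wells; some results filed as inactive read as strong as hits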
H9c2 TAG inh DAPI viability = also measured in H9c2 TAG inh; calls as there; DAPI nuclei signal change (viability), lower = more cytotoxic, %;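 whole-well DAPI fluorescence read on a plate reader as a viability signal; minus 50 percent equals half of cells still viable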
* = called active by the depositor. A portion of the library; the hit share may differ from the screen's.

The first 2 entries, to show the layout:
SMILES | H9c2 TAG inh | H9c2 TAG inh DAPI viability
Cc1cc(NC(=O)CSc2nnnn2C)n(-c2ccccc2)n1 | 21 | -7
CC(C)[C@H](NS(=O)(=O)c1ccc(Cl)cc1)C(=O)OCC(=O)NCCN1C(=O)CSC1=O | 9 | 2

The listing, from the start:
SMILES | H9c2 TAG inh | H9c2 TAG inh DAPI viability
Cc1cc(NC(=O)CSc2nnnn2C)n(-c2ccccc2)n1 | 21 | -7
CC(C)[C@H](NS(=O)(=O)c1ccc(Cl)cc1)C(=O)OCC(=O)NCCN1C(=O)CSC1=O | 9 | 2
COc1cc(NC(=O)N2CCc3nc(NCc4cccc(Oc5ccccc5)c4)ncc3C2)cc(OC)c1OC | -1 | 3
CCOC(=O)C1=C(C)N(C)C(=O)NC1c1cc2c(cc1Br)OCO2 (stereo not given) | -7 | -4
Cn1cc(S(=O)(=O)c2ccccc2)n(C)c1=O | 6 | 2
CN1CCN(C(=O)c2ccccc2NS(=O)(=O)c2ccc(F)cc2)CC1 | 6 | -4
CC1=C(C(N)=O)C(c2sccc2C)n2nnnc2N1 (stereo not given) | 1 | 5
CC(C)(C)OC(=O)C[C@@H]1C/C=C\C[C@@H](CC(=O)N(CCO)Cc2ccccc2)C(=O)N[C@H](C(C)(C)C)COC1=O | -3 | -3
N#CCc1ccccc1C(=O)OCC(=O)N(Cc1ccccc1)Cc1ccccc1 | 11 | -8
COc1ccc(CN2C(=O)C(C)Nc3ncnc(N4CCN(c5ccccn5)CC4)c32)cc1 (stereo not given) | 13 | -1
CC12CCC(C(=O)NCc3ccc(F)cc3)(OC1=O)C2(C)C (stereo not given) | -1 | -2
Cc1ccc(CNc2cc(C(=O)O)ccc2Cl)s1 | 9 | -8
N#CC1C(=N)Cc2ccccc2-c2ccccc21 (stereo not given) | 3 | -2
CCOC(=O)/C(C#N)=C(/C)c1ccc(OC)cc1 | -12 | 5
O=[N+]([O-])c1ccc(C(=S)N2CCCC2)cc1 | 1 | 6
c1ccc(-c2cnc(CSc3ncnc4sccc34)o2)cc1 | 3 | -5
Cc1ccc(S(=O)(=O)NCCC(c2ccccc2)c2ccccc2)cc1C(=O)O | 7 | 2
Cc1ccccc1Nc1ncnc2c1cnn2C | -8 | -3
COc1ccc(Cl)cc1S(=O)(=O)N1CCN(C(=O)c2n[nH]c(=O)c3ccccc23)CC1 | -10 | 2
O=C(NCCc1ccc(F)cc1)c1ccncc1 | -20 | 0
Cc1ccc(Nc2ncnc(Cl)c2N)cc1 | -17 | 9
O=C(OCc1cn([C@H]2CN(C(=O)c3cccs3)[C@@H](c3ccccc3)C[C@@H]2O)nn1)c1ccccc1 | -3 | 4
O=C(NCCS(=O)(=O)N1CCN(c2ccccc2F)CC1)c1c(F)cccc1F | 0 | 0
OCC[C@H]1C[C@H](O)[C@@H](O)[C@@]2(Cc3ccccc3O2)O1 | -9 | 2
CCN1C(=O)C(CC(=O)Nc2ccccc2Cl)N(NC(=O)c2cccc(F)c2)C1=S (stereo not given) | 3 | -9
O=C(Nc1ccccc1NC(=O)c1c(F)c(F)c(F)c(F)c1F)c1c(F)c(F)c(F)c(F)c1F | 5 | 6
NNC(=O)CNC(c1ccccc1)c1cc(Br)ccc1NC(=O)c1ccccc1Br (stereo not given) | -3 | 13
Cc1ccc(-c2cc(C(F)F)nc(NCC3CCCO3)n2)cc1 (stereo not given) | -6 | 3
COc1ccc2nc(-c3ccc(N)cc3)[nH]c2c1 | 12 | 23
O=C(NCCc1ccccc1)N1c2ccccc2Sc2ccccc21 | -14 | 2
O=C(O)c1cccc(-c2csc(C(O)c3cccc(Cl)c3)n2)c1 (stereo not given) | 1 | 0
O=C(COC(=O)c1cc(S(=O)(=O)N2CCOCC2)ccc1Cl)NCc1ccco1 | 6 | 0
COc1ccc2c(c1)-c1nc(NC(=O)c3cccs3)sc1CC2 | -4 | 24
CCS(=O)(=O)c1ccc(O)c(NC(=O)/C=C/c2ccccc2)c1 | 8 | -15
c1ccc(CNc2c(-c3cccc(SC4CCCCC4)c3)nc3ccccn23)cc1 | 6 | 2
Cc1ccc(-c2csc(C(C)(O)c3cccc(F)c3)n2)cc1C (stereo not given) | 0 | -9
CCOC(=O)Cn1cnc2scc(-c3ccc(C)cc3)c2c1=O | 5 | -13
O=C(COC(=O)c1cc(S(=O)(=O)Nc2ccccc2Cl)ccc1O)Nc1ccc(F)c(F)c1F | -20 | 3
Clc1cccc(OCCCCN2CCCCC2)c1 | 12 | 7
Cc1cnc(C(=O)NCCc2ccc(Cl)cc2)cn1 | 1 | 7
CCCc1ccc2oc(C(=O)NCCc3cnn(C)c3)c(C)c2c1 | 19 | -2
CN(C)c1ccc(NC(=O)Oc2ccccc2)cc1 | -1 | -7
N#CCCn1cc(C(N)=O)c(-c2ccc3ccccc3c2)n1 | 0 | 1
COc1ccc2[nH]c3c(c2c1)CCN1C(=O)C(CC(=O)NCCc2ccccn2)C[C@H](C(=O)N2CCCCC2)[C@@]31CCc1ccccc1 (stereo not given in full) | 0 | -9
CCOc1ccc(NC(=O)N2CCc3ccccc3C2)cc1 | -15 | -7
O=C(NCCC1=CCCCC1)C1CCN(S(=O)(=O)c2cccc3nsnc23)CC1 | 12 | 1
Cc1ccc(NC(=O)/C(Cl)=C\c2ccccc2)cc1 | -7 | 1
COc1ccc(Nc2ncc(C(=O)N3CCN(c4ccc(F)cc4)CC3)c3ccccc23)cc1 | 32 | -3
CCCOP(=O)(OCCC)c1c([N+](=O)[O-])cc(C(F)(F)F)cc1[N+](=O)[O-] | 21 | -6
COC(=O)c1c(NC(=O)CN2CCN(C(=O)c3ccco3)CC2)c2c(C)cccc2n1C | 4 | -2
Cc1cnc(CNc2nc3cc(-c4ccccc4C)sc3c(=O)n2C)cn1 | 4 | -7
O=C1NC(=O)C2(COC(c3cccnc3)OC2)S1 (stereo not given) | 0 | -13
COC(=O)N/N=C/c1ccccc1 | 1 | 0
CC(C)(C)c1ccc(NC(=O)Nc2ccc3ccccc3n2)cc1 | 38 | 0
CCCCN(C(=O)CSCC(=O)Nc1ccc(OC)cc1)c1c(N)n(CC(C)C)c(=O)[nH]c1=O | -4 | 15
CCn1cc(S(=O)(=O)CC(=O)N2CCc3ccccc32)c2ccccc21 | 0 | -7
O=C(COc1ccc(F)cc1)OCCN1CCOCC1 | 10 | -1
COc1ccc(CCNC(=O)c2c[nH]c3ccccc3c2=O)cc1OC | -28 | -6
O=C(Nc1ccccc1)C1Cc2c(-c3ccc4c(c3)OCO4)ccnc2O1 (stereo not given) | 4 | 5
O=C(N/N=C/c1ccncc1)C1CC1C(=O)N/N=C/c1ccncc1 (stereo not given) | 8 | 8
(listing goes on)
SMILES | H9c2 TAG inh | H9c2 TAG inh DAPI viability
Cc1ccc(-c2nc(-c3ccccn3)no2)cc1 | -20 | 15
CC(C)(C)c1ccc(C(=O)Nc2ccccc2NC(=O)c2ccco2)cc1 | 27 | -11
O=C(Cn1nnc2ccccc21)NC1CCCCC1 | -16 | 18
COc1cc(C)nc(N2CCC(C(=O)NCC3CCCO3)CC2)n1 (stereo not given) | -4 | -7
O=C1CC(N(O)c2ccccc2)C(=O)N1c1ccc(Cl)c(Cl)c1 (stereo not given) | 1 | 15
OCCC1CN(Cc2ccc3nonc3c2)CCN1Cc1ccsc1 (stereo not given) | 9 | 2
Cc1ccc(C(=O)n2c(-c3ccccc3)cnc2SCC(=O)Nc2ccc(C)cc2C)cc1 | 0 | -2
Oc1ccc(COCc2ccccc2)c2cccnc12 | 63 | -53
COc1cc(C(=O)c2ccccc2C(=O)O)c(OC)c2c1CCCC2 | 7 | 5
CCOC(=O)CC1C(=O)NCCN1S(=O)(=O)c1ccc(Cl)c(Cl)c1 (stereo not given) | -8 | 1
CC(NC(=O)CCc1nnc(-c2ccccc2)o1)c1ccccc1 (stereo not given) | 18 | -12
CC(C)(O)C#Cc1ccc(C(=O)NCCC(=O)O)s1 | 4 | 5
Cc1cccc(C)c1Nc1nnc(SC(C)C(=O)Nc2c(C)n(C)n(-c3ccccc3)c2=O)s1 (stereo not given) | -3 | 10
Cc1ccccc1NC(=O)CSc1nnc2ccc(-c3cccnc3)nn12 | 11 | -5
COC(=O)c1[nH]c(=O)c2ccccc2c1OCc1ccccc1 | 9 | 5
COc1cccc(C(=O)OCC(=O)Nc2ccc3c(c2)OCCO3)c1 | 1 | 6
O=C(CSc1n[nH]c(-c2cccs2)n1)N1CCN(S(=O)(=O)c2ccccc2)CC1 | 4 | 4
CCOC(=O)C1=C(CC)Nc2ccccc2N/C1=N\S(=O)(=O)c1ccccc1F | 5 | 0
CC(=O)CSc1nnc2c3ccccc3nc(C(C)(C)C)n12 | -11 | 2
O=C(CNc1ccccc1N1CCCC1=O)Nc1cc(Cl)ccc1-n1cncn1 | 7 | -7
CC(=O)Nc1nn(C)c2nc3cc(C)ccc3cc12 | 9 | 6
COc1ccc(/C(C)=N/NC(=O)c2cccc(S(=O)(=O)N3CCCC3)c2)c(O)c1 | 17 | -7
CCNC(=O)C1(C)CCCCN1Cc1ccc(C#N)cc1 (stereo not given) | -20 | 4
COc1ccccc1N1CCN(C(=O)CC(NC(=O)c2ccccc2Cl)c2ccccc2)CC1 (stereo not given) | 2 | 7
CCC[C@@H](CN1CCC[C@H]1CN1C(N)=NC[C@H]1CC(C)C)N1C[C@@H](Cc2ccccc2)N(CCCC2CCCC2)C1=N | -10 | 49
COc1ccc(CNC(=O)CCCn2nc([N+](=O)[O-])cc2C)cc1 | -5 | 1
CC(C)(C)c1ccc(S(=O)(=O)N2CCN(C(=O)c3ccc4c(c3)C(=O)N(Cc3ccncc3)C4=O)CC2)cc1 | -11 | -5
Cc1ccc(NS(=O)(=O)c2ccc(CCC(=O)N3CCOCC3)cc2)cc1 | 50 | 3
CNC(=O)c1cc(NC(=O)N(CCC#N)CCN(C(=O)NC(Cc2ccccc2)C(=O)NC(CC(C)C)C(=O)NC)c2ccccc2)ccc1OC (stereo not given) | 5 | 2
COc1ccc(S(=O)(=O)N2CCCCC2)cc1NC(=O)C1CCCC1 | 0 | -5
CC(=NNC(=S)N1CCCCCC1)c1cccc2cccnc12 | 45 | -13
O=S(=O)(c1cccc2cccnc12)n1cnc2ccccc21 | -49 | 9
CC(C)CCSc1nc2ccccc2[nH]1 | -27 | 9
CC(C)(C)c1nc(SCC(=O)c2ccccc2)c2ccccc2n1 | -61 | -7
O=C(CCc1ccc(S(=O)(=O)N2CCOCC2)cc1)OCC(=O)c1ccccc1F | -8 | -7
CCn1c(SCC(=O)Nc2ccc(S(N)(=O)=O)cc2)nnc1-c1ccccc1OC | 2 | -5
COC(=O)COc1cccc(NC(=O)c2ccc(C)cc2)c1 | 2 | 3
CCOC(=O)c1sc(N)c(C#N)c1CSc1nc2ccc(OCC)cc2[nH]1 | 15 | -16
CCOc1ccccc1CNn1cnnc1SCC(=O)NC(C)(C)C | -7 | 0
COc1ccccc1NC(=O)Nc1ccc(C(=O)N2CCCCC2)cc1 | 11 | -1
CC(=O)NNC(=O)N1Cc2ccccc2Oc2ccc(Cl)cc21 | -10 | 3
CCOc1ccc(N(CC(=O)Nc2cccc(C)c2C)S(=O)(=O)c2c(C)[nH]c(=O)[nH]c2=O)cc1 | -1 | 0
O=C1c2ccccc2C(=O)C1C(=O)C1CC1 | -15 | 16
Cc1ccc(N2CC(C(=O)NCCC3=CCCCC3)CC2=O)cc1 (stereo not given) | -2 | 4
C[C@@H]1CN(Cc2nc(-c3cccs3)no2)C[C@H](C)O1 | -6 | -2
Cc1ccc(S(=O)(=O)N/N=C/c2c[nH]c3ccccc23)cc1 | -15 | 0
COc1ccccc1C(C)NC(=O)c1ccc(C)o1 (stereo not given) | -4 | -16
N/N=C(\Cc1cscn1)c1ccc(O)cc1O | -1 | -8

Seven entries drawn at random from the list so far:
SMILES | H9c2 TAG inh | H9c2 TAG inh DAPI viability
COC(=O)COc1cccc(NC(=O)c2ccc(C)cc2)c1 | 2 | 3
Cc1ccc(S(=O)(=O)N/N=C/c2c[nH]c3ccccc23)cc1 | -15 | 0
N/N=C(\Cc1cscn1)c1ccc(O)cc1O | -1 | -8
CCOc1ccc(N(CC(=O)Nc2cccc(C)c2C)S(=O)(=O)c2c(C)[nH]c(=O)[nH]c2=O)cc1 | -1 | 0
CC(=O)NNC(=O)N1Cc2ccccc2Oc2ccc(Cl)cc21 | -10 | 3
C[C@@H]1CN(Cc2nc(-c3cccs3)no2)C[C@H](C)O1 | -6 | -2
COc1ccccc1NC(=O)Nc1ccc(C(=O)N2CCCCC2)cc1 | 11 | -1

Continuation:
SMILES | H9c2 TAG inh | H9c2 TAG inh DAPI viability
C[C@H](O)[C@@H]1C(=O)N2CCc3ccc(N4CCN(C)CC4)cc3[C@@H]2C[C@@H]1N(C)C(=O)Nc1cc(Cl)cc(Cl)c1 | 31 | -10
CN(C(=O)CN1C(=O)NC2(CCc3ccccc32)C1=O)C1CCCCC1 (stereo not given) | 12 | 5
COc1ccc(NC(=O)CCNC(=O)c2ccccc2Cl)cc1S(=O)(=O)N1CCCCC1 | -11 | -8
O=C(CCN1C(=O)C2CC=CCC2C1=O)OCC(=O)c1ccc(F)cc1 (stereo not given) | -2 | -3
O=C1CC(N(CCc2ccccc2)C(=S)Nc2ccccc2)C(=O)N1c1ccc(F)cc1 (stereo not given) | 11 | 1
Cc1csc2c(N3CCN(C(=S)Nc4ccc(F)cc4F)CC3)ncnc12 | -3 | -2
O=C1C=C(c2ccc3c(c2)OCCO3)C[C@@H](c2ccc(F)cc2)C1 | -15 | 11
COc1ccc2c(c1)c(-c1csc(N)n1)c(C)n2C | 4 | 0
CNC(=S)NNC(=O)c1cccs1 | -2 | 5
O=C(COC(=O)c1cnccn1)NC(=O)c1ccccc1 | 0 | 44
COc1ccccc1C(=O)Nc1nc2cc3c(cc2s1)OCO3 | 5 | 8
CCCCn1c(N)c(N(CC(C)C)C(=O)C2CCN(C(=O)c3ccc(Cl)cc3)CC2)c(=O)[nH]c1=O | -3 | 5

A second format for some results above:
SMILES	H9c2 TAG inh	H9c2 TAG inh DAPI viability
C[C@H](O)[C@@H]1C(=O)N2CCc3ccc(N4CCN(C)CC4)cc3[C@@H]2C[C@@H]1N(C)C(=O)Nc1cc(Cl)cc(Cl)c1	31	-10
O=C1C=C(c2ccc3c(c2)OCCO3)C[C@@H](c2ccc(F)cc2)C1	-15	11
